EPAC2 antagonist – blocks human EPAC2 exchange factor; Q8WZA2; EPAC2 GEF exchange of Rap1B-BODIPY-GDP, fluorescence; Potency, µM (series often up to 114 µM), for the others: at the top dose activity, negative = inhibition, usual class: inhibitors; actives 0.18% (n = 360,000); note: potency is the fitted concentration of half-maximal effect; % is set by controls: 0 for no effect and ±100 for the full control effect; nearly all actives have a fitted effect of over 45% in size; many of its hits are not listed in these tables
EPAC1 ag – agonists of human EPAC1. EPAC1 agonist qHTS, biochemical assay; response scale: 100% = response to 6.5 mM cAMP. Potency, µM (highest dose often 154 µM), inactives show at the top dose activation, actives largely listed as activators. actives 0.073% (n = 360,000); note: potency is the fitted concentration of half-maximal effect; nearly all actives have a fitted effect of over 60% in size
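Normalized to 6.5 mM cAMP, activity reflects EPAC1-catalysed release of BODIPY-GDP from Rap1B, followed kinetically over 30 min at 480 nm excitation, 540 nm emission. Reaction contained 100 nM EPAC1, 250 nM Rap1B-BODIPY-GDP, 50 uM GDP.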
CCT chaperon mod – changes cytosolic chaperonin activity. purified chaperonin ATPase assay, HTRF ADP detection, 30 min. activity change, % (test concentration not listed), hits read low. actives 0.3% (n = 360,000). AID 651819; in the data active = activity change below about -30%; note: % is set by controls: 0 for no effect and ±100 for the full control effect
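Nucleotide hydrolysis assay: TRiC at 20–40 nM final (set by batch activity) with 10 uM ATP, 30 min at 37 °C, in presence of 76 uM compound. Detection by competitive ADP HTRF, 30 min ambient.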
WRN inhibitor – blocks human WRN helicase; WRN helicase unwinding, fluorescent forked duplex, kinetic; actives 0.46% (n = 360,000); AID 651768; Potency, µM (doses to about 114 µM), inactives show top-dose activity change, negative = inhibition, most hits filed as inhibitors; Q14191; note: potency is the fitted concentration of half-maximal effect; % is set by controls: 0 for no effect and ±100 for the full control effect; nearly all actives have a fitted effect of over 55% in size
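WRN at 20 nM final preincubated with compound 15 min at room temperature; reaction started with 100 nM fluorophore/quencher forked duplex oligonucleotide and 2 mM ATP final. Unwinding followed kinetically by red fluorescence (ex 525, em 598 nm).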
PI5P4Ka inh – blocks human PI5P4K alpha kinase activity; P48426; AID 652105; PI5P4Kalpha enzyme, ADP-Glo luminescence, 60 min; stronger effect = lower value; max response, %; actives 1.2% (n = 330,000); active = max response of -50% or lower; inconclusive = between -30% and -50%; inactive = -30% or higher; note: value at the top dose of about 77 µM; % is set by controls: 0 for no effect and ±100 for the full control effect
Target sequence (P48426 whole entry, looked up): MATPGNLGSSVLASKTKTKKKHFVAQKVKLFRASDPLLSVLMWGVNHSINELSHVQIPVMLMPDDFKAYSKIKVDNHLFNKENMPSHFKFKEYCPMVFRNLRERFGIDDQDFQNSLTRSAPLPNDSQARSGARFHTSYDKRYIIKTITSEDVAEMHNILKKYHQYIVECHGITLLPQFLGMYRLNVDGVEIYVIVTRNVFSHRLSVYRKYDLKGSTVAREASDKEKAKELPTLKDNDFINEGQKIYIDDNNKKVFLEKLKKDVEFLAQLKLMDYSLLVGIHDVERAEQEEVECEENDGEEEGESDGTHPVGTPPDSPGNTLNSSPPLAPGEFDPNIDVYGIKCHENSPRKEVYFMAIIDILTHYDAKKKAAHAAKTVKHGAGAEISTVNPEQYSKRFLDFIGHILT
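PI5P4Kalpha ADP-Glo assay; 5 microM ATP final; 60 min RT reaction; HEPES pH 7.4/EGTA/CHAPS, 5% DMSO; controls lacking substrate or enzyme; luminescent end-point.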
EPAC1 antag – antagonists of human EPAC1; EPAC1 GEF assay, Rap1b-BODIPY-GDP exchange fluorescence; O95398; actives 0.14% (n = 360,000); Potency, µM (doses to about 115 µM), without a hit: at the top dose activity change, negative = inhibition, actives largely listed as inhibitors;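 note: potency is the fitted concentration of half-maximal effect; plate controls were vehicle for no effect and positive control for full effect; nearly all actives have a fitted effect of over 50% in size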
PLK1 PBD inh – blocks phosphopeptide binding to human PLK1 polo-box domain; actives 2.8% (n = 360,000); Plk1 PBD binding of FITC phosphopeptide, fluorescence polarization; P53350; Potency, µM, for the others: max response, negative = inhibition, most hits filed as inhibitors; AID 720504; note: potency is the fitted concentration of half-maximal effect; series mostly up to about 57 µM; % is set by controls: 0 for no effect and ±100 for the full control effect; nearly all actives have a fitted effect of over 65% in size
Target sequence (P53350 whole entry, looked up, the tested form may be a part): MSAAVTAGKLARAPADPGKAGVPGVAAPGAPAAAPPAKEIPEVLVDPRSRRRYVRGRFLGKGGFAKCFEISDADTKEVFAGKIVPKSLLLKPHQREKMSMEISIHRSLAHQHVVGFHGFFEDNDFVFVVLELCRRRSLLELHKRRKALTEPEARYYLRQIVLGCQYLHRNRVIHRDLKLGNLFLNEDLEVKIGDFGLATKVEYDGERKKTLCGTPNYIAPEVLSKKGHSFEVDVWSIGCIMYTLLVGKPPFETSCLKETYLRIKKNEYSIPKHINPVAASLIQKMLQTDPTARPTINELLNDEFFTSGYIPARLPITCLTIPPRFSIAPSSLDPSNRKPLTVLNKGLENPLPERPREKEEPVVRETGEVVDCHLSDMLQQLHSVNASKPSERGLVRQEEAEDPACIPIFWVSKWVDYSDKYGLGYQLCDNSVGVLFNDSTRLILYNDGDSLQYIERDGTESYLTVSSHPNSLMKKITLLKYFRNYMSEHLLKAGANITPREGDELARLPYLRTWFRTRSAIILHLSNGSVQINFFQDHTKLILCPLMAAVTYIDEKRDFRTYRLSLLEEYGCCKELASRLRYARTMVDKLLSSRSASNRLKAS
Mm-Cpn inhibitor – inhibitors of Methanococcus maripaludis chaperonin (MmCpn); purified Mm-Cpn ATPase, ADP Transcreener TR-FRET; Potency, µM (doses to about 76.9 µM), for inactives: top-dose activity, negative = inhibition, usual class: inhibitors; actives 0.031% (n = 330,000); AID 504842; note: potency is the fitted concentration of half-maximal effect; % is set by controls: 0 for no effect and ±100 for the full control effect; nearly all actives have a fitted effect of over 80% in size
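25 nM Mm-CPN + cpd, 10 min 37°C; + 10 uM ATP, 30 min 37°C; buffer 30 mM Tris pH 7.4, 100 mM KCl, 5 mM MgCl2, 1 mM DTT; Transcreener ADP HTRF detection 30 min RT.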
Numbers without * were called inactive; ? = inconclusive; nt = no result given; [ ] = dose if it differs, or a comment. Unless noted, calls come from the whole dose curve; as a rule, active = well fitted curve in the direction sought with a large enough effect; inconclusive = small, poorly fitted or top-dose-only effect, or another doubt; inactive = no such curve, though single readings can be large; an effect the other way counts as inactive or inconclusive. Not all compounds are listed (hit frequency here may not be typical).

SMILES	EPAC2 antagonist	EPAC1 ag	CCT chaperon mod	WRN inhibitor	PI5P4Ka inh	EPAC1 antag	PLK1 PBD inh	Mm-Cpn inhibitor
CCCC(c1nnnn1CS(=O)(=O)c1ccc(C)cc1)N1CCN(C2CCCC2)CC1 (centres undefined)	-5%	2%	-9.5	-4%[57.1 µM]	-6	-8%	-13%	2%
Cc1ccc(C)c(S(=O)(=O)N2CCN(C(=O)C3CC3C)CC2)c1 (centres undefined)	-7%	-5%	-0.9	4%	-4	10%	-3%	0%
Cc1cc(C)c(C)c(S(=O)(=O)NCC(=O)Nc2ccc(F)cc2)c1C	-9%	-7%	0.4	-3%	1	19%	0%	-8%
CC(C)(C)C1CCC(CN2CCC(CN3C(=O)C(=O)NC[C@@H]3Cc3ccccc3)CC2)CC1 (some centres undefined)	-8%	-5%	-0.8	9%	1	-1%	-15%	nt
CC(=O)c1cc(-c2ccccc2)n(CCC(=O)NC2CCCCC2)c1C	11%	-8%	0.9	-8%	5	-19%	-1%	-1%
COc1cccc(C(=O)NCCN2CCN(c3ccc(Cl)cc3)CC2)c1	-27%	-14%	-0.6	-8%	2	-18%	-12%	2%
Cc1ccc(NC(=O)CCC(=O)c2ccc(Cl)s2)nc1	-4%	8%	0.7	-22%	?	-18%	-18%	-13%
COc1ccc(NCc2cccnc2)cc1	-4%	-1%	1.3	1%	2	-1%	7%	1%
O=C(CN1C(=O)C2CC=CCC2C1=O)Nc1nc2ccccc2s1 (centres undefined)	-10%	3%	-1.0	-12%	0	-11%	0%	2%
O=C(O)[C@H]1CCCN1C(=O)c1ccccc1N1C(=O)[C@@H]2Cc3c([nH]c4ccccc34)C(c3cccc(Cl)c3)N2C1=O (some centres undefined)	2%	11%	1.0	4%	1	3%	?	1%
O=[N+]([O-])c1ccc(OCc2cn([C@@H](CO)c3ccccc3)nn2)c(Br)c1	0%	-8%	-1.4	1%	12	-9%	-5%	0%
C[C@H](CO)N1C[C@H](C)[C@@H](CN(C)C)Oc2c(NC(=O)CCCCCC(=O)Nc3ccccc3N)cccc2C1=O	14%	-19%	-2.2	-2%	-5	11%	-2%	1%
O=Cc1cccc(Oc2ncccn2)c1	-2%	2%	-2.4	2%	2	10%	-8%	1%
O=C(COc1ccccc1F)NNC(=O)Cc1ccc(S(=O)(=O)N2CCOCC2)s1	-8%	-1%	-0.7	-3%	-7	-5%	-2%	2%
O=C1N=c2ccc([N+](=O)[O-])cc2=C1c1sc(=O)[nH]c1O	?	2%	0.9	?	-54*	-1%	3.4µM*	-1%
O=C(Cn1c(CN2CCCCC2)nc2ccccc2c1=O)NCc1ccco1	9%	4%	2.4	0%	nt	3%	-9%	1%
Cc1cc(NC(=O)CSc2nc3c(c(=O)n2C)SCC3)no1	-1%	2%	-2.2	?	-11	4%	-12%	-2%
CC(C)(C)OC(=O)NCCCCCNC(=O)c1nc[nH]c1C(=O)N1CCc2ccccc2C1	5%	-11%	-1.2	10%	5	-4%	-6%	4%
Cc1cc(C)cc(OCC(=O)N/N=C/c2ccc([N+](=O)[O-])o2)c1	0%	-8%	-1.8	2%	-8	2%	-8%	-2%
CCCN(CCC)C(=S)NC1CC2C=CC1C2 (centres undefined)	5%	-4%	-9.1	-10%	3	-12%	-3%	-1%

Reprinted from the part before: 2 entries, then new ones.
SMILES	EPAC2 antagonist	EPAC1 ag	CCT chaperon mod	WRN inhibitor	PI5P4Ka inh	EPAC1 antag	PLK1 PBD inh	Mm-Cpn inhibitor
Cc1cc(C)cc(OCC(=O)N/N=C/c2ccc([N+](=O)[O-])o2)c1	0%	-8%	-1.8	2%	-8	2%	-8%	-2%
CCCN(CCC)C(=S)NC1CC2C=CC1C2 (centres undefined)	5%	-4%	-9.1	-10%	3	-12%	-3%	-1%
COc1ccc(CNS(=O)(=O)c2ccc3c(c2)CC(C)N3C(=O)C2CC2)cc1 (centres undefined)	-6%	-2%	0.8	-5%	1	-22%	-4%	1%
COc1ccc(OC)c(Nc2nc(C3CC3)nc3c2nnn3Cc2ccccc2)c1	-5%	-4%	1.0	-1%	14	-4%	1%	0%
CCC(=O)N(NC1=NS(=O)(=O)c2ccccc21)S(=O)(=O)c1ccc(C)cc1	-3%	4%	0.3	-1%	0	-3%	-2%	0%
CN1/C(=C\C(=S)NC(=O)c2ccccc2Cl)C(C)(C)c2ccccc21	-2%	11%	-1.7	-17%	2	-18%	-14%	?
COc1cc(C2N(C)C(=O)c3ccccc3N2C)ccc1O (centres undefined)	-13%	-2%	0.4	9%	2	0%	-11%	0%
O=C(NC1CCCCC1)C(c1ccco1)N(Cc1cccnc1)C(=O)C1COc2ccccc2O1 (centres undefined)	-1%	7%	-0.9	-4%[57.1 µM]	nt	2%	-12%	1%
O=C(CC1NCCN(Cc2ccccc2)C1=O)Nc1ccccc1 (centres undefined)	22%	1%	0.2	1%	-1	-2%	-12%	-3%
CCn1c(O)c(N=N)c2ccccc21	-5%	-8%	-2.5	4%	8	?	-1%	1%
O=C(Nc1nc2ccc3ccccc3c2s1)c1ccc(N2CCCCC2)c([N+](=O)[O-])c1	6%	-3%	2.1	-16%[57.1 µM]	6	6%	-6%	0%
COC(=O)c1[nH]c2c(c1C)C(=O)CC(c1cc(OC)c(OC)c(OC)c1)C2 (centres undefined)	-1%	0%	-0.3	3%	-6	-8%	-8%	-2%
Cc1ccc(S(=O)(=O)c2c(C)cc(C)nc2Cl)c(C)c1	-8%	4%	1.3	4%	3	13%	-2%	0%
Cn1sc2ccccc2c1=O	-7%	-5%	-0.3	4%	?	-4%	4.7µM*	nt
CCCC(=O)N1CCC1(C)C(=O)Nc1ccc2nc(C)ccc2c1 (centres undefined)	4%	6%	0.2	-2%	3	-10%	-8%	nt
Cc1cccc(C(=O)OCc2cc3ccccc3[nH]c2=O)c1	4%	-4%	-0.3	3%	-1	5%	0%	-2%
CCCOc1ccc(-c2nn(-c3ccccc3)cc2/C=C2\SC(=S)N(C3CCS(=O)(=O)C3)C2=O)cc1 (centres undefined)	18%	9%	-1.0	-19%	nt	-1%	?	-1%
O=C(NC(=S)Nc1cccc(Cl)c1N1CCCCC1)c1ccc2c(c1)OCCO2	-7%	4%	-1.5	-7%	33	2%	-4%	1%
CCSc1n[nH]c(=S)s1	-6%	0%	-2.4	-5%	?	-6%	-9%	0%
COc1ccccc1CNC(=O)CCS(=O)(=O)Cc1ccc(C)cc1	1%	-6%	-0.5	2%	-9	-4%	27µM*	0%
CNC(=O)c1ccccc1Sc1cccc2cccc(C(=O)O)c12	3%	8%	-1.2	4%	-3	15%	3%	1%
CC1CCCN(C(=O)Cn2cnc3c2c(=O)n(C)c(=O)n3C)C1 (centres undefined)	12%	4%	0.5	13%	7	-2%	-6%	-3%

Compound profiles, from the list above. Order of values: EPAC2 antagonist, EPAC1 ag, CCT chaperon mod, WRN inhibitor, PI5P4Ka inh, EPAC1 antag, PLK1 PBD inh, Mm-Cpn inhibitor
O=C(NC(=S)Nc1cccc(Cl)c1N1CCCCC1)c1ccc2c(c1)OCCO2 is entered as -7%, 4%, -1.5, -7%, 33, 2%, -4%, 1%
COC(=O)c1[nH]c2c(c1C)C(=O)CC(c1cc(OC)c(OC)c(OC)c1)C2 (centres undefined) is entered as -1%, 0%, -0.3, 3%, -6, -8%, -8%, -2%

Later entries:
SMILES	EPAC2 antagonist	EPAC1 ag	CCT chaperon mod	WRN inhibitor	PI5P4Ka inh	EPAC1 antag	PLK1 PBD inh	Mm-Cpn inhibitor
CC(Oc1ccc(Cl)cc1)C(=O)Nc1ccccc1N1CCOCC1 (centres undefined)	-30%	6%	1.4	-1%	-4	8%	2%	1%
CCC(C)NC(=S)Nc1ccccc1 (centres undefined)	11%	1%	-1.7	14%	1	17%	-2%	-1%
Cn1c2c(c(=O)n(C)c1=O)C(c1ccc(Br)cc1)C(C#N)=C(N)N2 (centres undefined)	2%	-5%	-0.1	-6%	-4	2%	-6%	0%
Cc1ccc(NC(=O)c2ccc(C#CC3(O)CCCCC3)cc2)cc1C	8%	-13%	1.3	2%	nt	3%	-1%	0%
CCc1ccc(S(=O)(=O)Nc2ccccn2)cc1	3%	-18%	0.0	-3%	0	-1%	?	0%
O=C(CN1CCCCC1)NCC(=O)Nc1ccc(F)c(F)c1F	17%	0%	-3.6	1%	2	16%	1%	1%
Cc1ccc(NC(=S)NCc2ccccn2)cc1	2%	3%	1.2	1%	-12	4%	-15%	1%
CCOC(=O)C(=O)Nc1sc(C(=O)N2CCOCC2)c(C)c1C#N	-2%	3%	-0.7	0%	2	4%	-24%	0%
COc1cc2[nH]c(C(=O)N3CCc4ccccc43)cc2c(OC)c1OC	-20%	7%	-2.4	-4%	-1	-19%	-6%	-5%
CC(=O)c1ccc(NC(=O)C2=CC(c3cccs3)=NS(=O)(=O)N2C)cc1	-6%	11%	0.4	-16%	-4	-5%	-5%	1%
Cc1ccc(S(=O)(=O)NCc2nc3ccccc3[nH]2)cc1	2%	-6%	0.3	2%	2	10%	-15%	-1%
COc1cccc(OC)c1C(=O)NCCSC1CCCCC1	-12%	1%	-1.3	0%	1	4%	27µM*	-3%
O=C(CN1CCN(C(=O)c2cccc(-n3cnnn3)c2)CC1)Nc1ccccc1Cl	5%	8%	1.2	-11%	-4	0%	-3%	1%
Cc1cc(C)n2c(SC/C(O)=C(\C#N)c3nc4ccccc4[nH]3)nnc2n1	-20%	10%	-1.2	?	-81*	?	?	0%
COC(=O)C1=C(C(=O)OC)[C@@H]2N(Cc3ccccc3)c3ccccc3[C@@]23C[C@@H](C(=O)OC)N(C(=O)NC2CCCCC2)C3=N1	-4%	-18%	-2.3	-3%	13	-23%	-3%	nt
CN(Cc1ccc(F)cc1)C(=O)CNC(=O)C1CCCCC1	1%	-12%	-1.2	9%	-3	11%	4%	-2%
O=C(CSc1n[nH]c(=O)[nH]c1=O)c1cccc([N+](=O)[O-])c1	10%[57.1 µM]	-7%	0.8	3%	-16	15%	-28%	2%
Cc1ccc(CSC2=NCCN2S(=O)(=O)c2ccc(C)cc2)cc1	-23%	-9%	1.0	10%	4	-8%	-5%	nt
Cc1ccccc1C(=O)NCC(=O)O	6%	-1%	2.1	-3%	2	-1%	-7%	1%
COc1ccc(-c2cc(C)no2)cc1S(=O)(=O)N1CCN(c2ccccn2)CC1	-11%	2%	-1.1	-10%	0	?	-13%	3%
CCc1ccc(N(C(=O)c2csnn2)C(C(=O)NCc2ccccc2)c2ccco2)cc1 (centres undefined)	?	16%	-2.8	-4%	0	-10%	-12%	0%
CCN(CC)CCCN(Cc1cc2cc3c(cc2[nH]c1=O)OCO3)C(=S)Nc1ccc(OC)cc1	12%	2%	-1.3	26%	-1	1%	-13%	-4%
CCN(CC(=O)NCc1cccs1)C(=O)c1ccc(-c2cccc(C(F)(F)F)c2)o1	?	-7%	0.3	-6%	6	-23%	4%	-4%
